Source: PubChem BioAssay (National Center for Advancing Translational Sciences (NCATS))
D3 ag – agonists of human D3 dopamine receptor; max activation, %; 410,000 tested, 0.58% active; D3R DiscoveRx beta-arrestin cells, luminescence, 90 min; AID 652048; P35462; in the data active = max activation above about 30%; also: 0% is about no effect; mostly tested at two doses, the higher about 12 µM
Target sequence (P35462 whole entry, looked up): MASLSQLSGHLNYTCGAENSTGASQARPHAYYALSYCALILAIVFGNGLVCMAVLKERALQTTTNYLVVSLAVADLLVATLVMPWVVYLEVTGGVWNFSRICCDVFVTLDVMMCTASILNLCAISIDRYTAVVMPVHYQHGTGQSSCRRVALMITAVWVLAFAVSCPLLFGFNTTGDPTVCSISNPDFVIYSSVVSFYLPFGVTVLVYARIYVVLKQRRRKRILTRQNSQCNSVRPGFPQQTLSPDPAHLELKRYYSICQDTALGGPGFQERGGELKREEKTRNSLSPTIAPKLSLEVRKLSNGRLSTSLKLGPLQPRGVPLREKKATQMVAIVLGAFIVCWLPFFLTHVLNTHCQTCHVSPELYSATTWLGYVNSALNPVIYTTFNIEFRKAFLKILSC
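Agonist mode: compounds and dopamine controls were applied to plated cells for 90 min at 37 degrees C after an overnight attachment at 1500 cells/well. Luminescent read-out followed 30 - 60 minutes at room temperature with DiscoveRx detection reagent.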
KB-V1 MDR tox – kills drug-selected multidrug resistant KB-V1 cells. KB-V1 MDR cells viability, CellTiter-Glo, 72 h. Potency, µM (top dose mostly 46.1 µM), for inactives: at the top dose activity change, negative = cytotoxicity, usual class: cytotoxic. 400,000 tested, 3.4% active; also: potency is read from the fitted curve at half-maximal effect; % is scaled to controls: 0 for no effect and ±100 for the full control effect; nearly all actives have a fitted effect of over 60% in size
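In this primary screen, KB-V1 cells overexpressing P-gp are incubated with library compounds (lowest to highest concentration) for 72 h at 37 degrees C before a luminescent ATP viability read.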
KB-3-1 tox – kills parental KB-3-1 adenocarcinoma cells. KB-3-1 viability, CellTiter-Glo ATP luminescence, 72 h. Potency, µM (highest dose often 46.1 µM), inactives show at the top dose activity change, negative = cytotoxic, hits mostly cytotoxic. 400,000 tested, 1.4% active. AID 1347075; also: potency is read from the fitted curve at half-maximal effect; % is scaled to controls: 0 for no effect and ±100 for the full control effect; nearly all actives have a fitted effect of over 60% in size
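Multi-concentration cytotoxicity screen in KB-3-1 cells grown in DMEM lacking phenol red with 10% FBS. After 72 h at 37 °C with compound, ATP-dependent luminescence was recorded.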
An asterisk follows results filed as active; ? = inconclusive. Unless noted, calls follow the shape of the dose curve; as a rule, active = well fitted cell-killing curve with a large enough effect; inconclusive = small, poorly fitted or top-dose-only effect, or effect the other way; inactive = flat fitted curve, though single readings scatter.

SMILES | D3 ag | KB-V1 MDR tox | KB-3-1 tox
COCCCNC(=O)C1CCN(Cc2cc3ccccc3n2Cc2cccc(Cl)c2)CC1 | -8 | -1% | -11%
Cc1cc2c(cc3c(SCc4ccccc4Cl)nnc(C)n32)o1 | 12 | -8% | 5%
COC(=O)c1c(NC(=O)c2nc(SCc3cccc(C)c3)ncc2Cl)sc2c1CCCC2 | -11 | 5% | 2%
CCOc1ccc(C(=O)Nc2ccc(OCc3cc(=O)n4cccc(C)c4n3)cc2)cc1 | 7 | 15% | 9%
Cc1ccc(OCC(=O)Nc2cccc(-c3nc4ccccc4s3)c2)cc1 | -13 | -10% | 0%
COc1ccc(Cl)cc1NC(=O)Cc1ccc(NC(=O)N2CCCCc3ccccc32)cc1 | 1 | 21% | 15%
Cc1ccc(-n2ncc(C(=O)NCc3ccccn3)c2C2CCN(C(=O)OC(C)(C)C)CC2)c(C)c1 | 8 | 0% | 2%
CCOc1ccc(C(=O)CSc2nc3cc(C(=O)NC4CCCC4)ccc3c(=O)n2CC2CCCO2)cc1 (stereo not given) | 2 | -5% | 2%
CCOC(=O)c1[nH]c(C)c(CCC(=O)Nc2ccc(C(C)=O)cc2)c1C | -4 | ? | -4%
CCOc1ccc(C(=O)Nc2nnc(SCc3cc(=O)c4cc(C)ccc4[nH]3)s2)cc1 | -6 | ? | -3%
CCc1cccc(NC(=O)CCc2nc3cccnc3n2Cc2ccc(OC)cc2)c1 | 5 | ? | -3%
COc1ccc(S(=O)(=O)c2cn(C)c3cc(N4CCCCC4)c(F)cc3c2=O)cc1 | 9 | 6% | 5%
COc1ccc(-c2cc(C(F)(F)F)c(C#N)c(SCC(=O)Nc3cccc(C)c3)n2)cc1 | 9 | ? | -12%
COC(=O)c1ccccc1NC(=O)c1cc2ccccn2n1 | -2 | -10% | -5%
CCOCCCNC(=O)C1CCC(CNS(=O)(=O)c2ccc(NC(C)=O)cc2)CC1 (stereo not given) | -6 | ? | ?
COc1cc(OC)c(N(C)C(=O)C2CCCN(c3ncnc4c3nc3n4CCCCC3)C2)cc1Cl (stereo not given) | -11 | 0% | -5%
COc1cc(OC)cc(-n2c(=O)c3sccc3n(Cc3ccc(F)cc3)c2=O)c1 | -9 | -26% | 1%
Cc1cccc(C(=O)Nc2nnc(S(=O)(=O)N3c4ccccc4CC3C)s2)c1 (stereo not given) | -12 | 1% | -23%
CCCCOc1ccc(C2=NC(c3cccs3)=Nc3ccc(CC)cc3N2)cc1 | -4 | 3% | -6%
COc1cccc(NC(=O)CCc2nc(-c3cc(OC)c(OC)c(OC)c3)no2)c1 | -4 | -3% | -1%
CCOc1ccccc1Nc1sc(C(=O)c2ccc(Cl)cc2)c(N)c1C(=O)NCCc1ccccc1 | 8 | -6% | -13%
Cc1ccc(S(=O)(=O)c2[nH]c(-c3ccccc3)nc2SCC(=O)O)cc1 | 0 | 5% | 0%
NS(=O)(=O)c1ccc2nc(NC(=O)COc3ccc(Cl)cc3Cl)sc2c1 | 24 | ? | -2%
CC(C)c1ccc(OCC(=O)N(Cc2cccs2)C2CCS(=O)(=O)C2)cc1 (stereo not given) | 8 | 0% | 6%
CC(C)n1c(SCC(=O)Nc2ccc(F)cc2)nc2c(oc3ccccc32)c1=O | -5 | -3% | -1%
O=C(O)c1cccc(NC(=O)c2cccc(S(=O)(=O)Nc3cccc(C(=O)O)c3)c2)c1 | -7 | -1% | 2%
Cc1cc(O)c(C(c2cccc(F)c2)N2CCC(C)CC2)c(=O)n1Cc1ccco1 (stereo not given) | 0 | ? | 4%
COc1ccc(C)cc1NC(=O)c1cc2ccccn2n1 | -11 | 3% | 0%
Cc1nc2nncn2c(NCc2ccc(Cl)cc2)c1C | 4 | -9% | 2.6µM*
CCN(CCCNC(=O)c1nn(-c2ccc(OC)cc2)c(=O)c2c1c1ccccc1n2C)c1ccccc1 | 4 | 8% | -3%
O=C(COc1ccc(F)cc1)Nc1ccc2nc(SCCOc3ccccc3)sc2c1 | -6 | 21% | 6%
COc1cccc(NC(=O)c2cc(CN3CCOCC3)on2)c1 | 7 | 0% | -5%
O=C(NCc1ccc2c(c1)CCN2C(=O)c1ccccc1)c1ccco1 | 2 | -5% | -5%
Cc1ccc(-c2nnc(Nc3ccc(C(N)=O)cc3)c3ccccc23)cc1S(N)(=O)=O | 0 | ? | 0%
CCC(=O)N1CCc2cc(Br)cc(S(=O)(=O)CCC(=O)N3CCN(c4ccc(OC)cc4)CC3)c21 | 3 | 13% | -4%
COc1ccc(CN(C)S(=O)(=O)c2nnc(NC(=O)C(C)C)s2)cc1OC | 29 | 0% | ?
Cc1ccc(Cn2c(=O)n(-c3ccc(C)c(C)c3)c(=O)c3c(C)c(C)sc32)cc1 | 3 | ? | 3%
Cc1cc(C)cc(NC(=O)C(=O)NCC(c2cccnc2)N2CCN(c3ccccc3)CC2)c1 (stereo not given) | -15 | -9% | -26%
CCOC(=O)c1cc(-c2ccccc2)n(CCCC(=O)Nc2ccc(C)cc2C)c1C | 5 | 14% | 0%
Cc1ccc(NC2=CC(c3ccccc3F)N(c3ccc(C)cc3)C2=O)cc1 (stereo not given) | 3 | 6% | 3%
Cc1nnc(N2CCN(C(=O)Nc3cccc(C(F)(F)F)c3)CC2)c2nn(-c3ccccc3)c(C)c12 | 5 | 4% | 0%
COc1ccccc1CNC(=O)CCc1c(C)c2ccc(OC)c(C)c2oc1=O | -9 | 0% | 32%
O=C(C1CCC(CNS(=O)(=O)c2ccc(Br)s2)CC1)N1CCN(c2ccccc2)CC1 (stereo not given) | 15 | -3% | -6%
COc1cc(CNC(=O)C2CCCCN2S(=O)(=O)c2ccc(F)cc2)cc(OC)c1OC (stereo not given) | 5 | ? | -29%
COc1ccc(F)cc1S(=O)(=O)Nc1ccc2c(c1)CCCN2C(=O)c1cccs1 | 7 | 1% | -9%
COc1ccc(F)cc1S(=O)(=O)NCCc1csc(-c2ccc(Cl)cc2)n1 | -27 | 12% | 0%
CCc1ccccc1NC(=O)CSc1nnc(-c2nonc2NC(C)=O)n1C | 6 | 3% | -2%
CCCn1cnc2cc(NCc3ccc(OC)cc3OC)ccc21 | -9 | 2% | -23%
COc1ccc(Cl)cc1NC(=O)Cn1cnc2c1c(=O)n(C)c(=O)n2C | -4 | 7% | -1%
Cc1ccc(-c2nc3ccccn3c2Nc2ccc3c(c2)OCO3)cc1 | 8 | -2% | 10%
Continued:
SMILES | D3 ag | KB-V1 MDR tox | KB-3-1 tox
Cc1ccc(C)c(Cn2c(C(C)NC(=O)c3ccccc3)nc3ccccc32)c1 (stereo not given) | -2 | -5% | -15%
CC1CCCCN1CCCNC(=O)Cn1ncc2c3ccccc3n(Cc3ccccc3)c2c1=O (stereo not given) | 3 | ? | 4%
Cc1nn(CC(=O)NCc2ccc(F)cc2)c2ccccc12 | -10 | 13% | 1%
CCN(CC)S(=O)(=O)c1cccc(C(=O)Nc2ccccc2C(=O)Nc2ccc(Cl)cc2)c1 | -9 | -21% | 1%
Cc1cc(C)cc(NC(=O)CCS(=O)(=O)c2cc3c4c(c2)CCN4C(=O)CC3)c1 | 7 | 0% | -9%
CCN1c2ccccc2-n2cccc2C12CCN(C(=O)Nc1ccccc1Br)CC2 | -4 | 0% | -10%
COc1ccc(NC(=O)c2cc(-c3ccccc3O)no2)cc1 | -1 | 24% | 2%
Cc1ccc(C)c(OCCn2c(-c3ccc(Cl)cc3)nc3ccccc3c2=O)c1C | -4 | ? | 17%
CCOC(=O)c1c(S(=O)(=O)N2CCC(C(=O)N3CCN(c4ccccc4F)CC3)CC2)c(C)n(C)c1C | 2 | -23% | 14%
CCOc1ccccc1NC(=O)C1CCN(S(=O)(=O)c2cccs2)CC1 | 5 | 0% | 7%
COc1cc(NC(=O)C(CCS(C)(=O)=O)N2Cc3ccccc3C2=O)cc(OC)c1OC (stereo not given) | 2 | 0% | 17%
Cc1ccc2c(c1)cc1c(=O)n(Cc3cccc(Cl)c3)nc(C)n12 | 6 | ? | 10%
CCc1cccc(C)c1NC(=O)C1CCN(S(=O)(=O)c2cc(Br)cc3c2N(C(C)=O)CC3)CC1 | 2 | ? | 6%
O=C(Nc1ccc(F)cc1F)c1ccc2c(c1)CCN2S(=O)(=O)c1ccc(Cl)cc1 | 4 | -10% | 0%
Cc1ccc(CN2CCC(CNC(=O)Nc3ccc(C)c(C)c3)C2)cc1 (stereo not given) | -20 | -11% | -23%
COc1ccccc1N1CCN(c2ncnc3c2cnn3-c2cccc(Cl)c2)CC1 | 14 | ? | 14%
CCC(=O)Nc1ccc(CC)cc1-c1nc2ccccc2n(Cc2ccccc2)c1=O | -13 | 1% | -13%
O=C(NCc1ccccc1)c1nc(-c2ccc(Cl)cc2)n2c1CCCCC2 | -15 | ? | -4%
COc1ccccc1CNc1ccc(-c2nc(-c3ccccc3C)no2)cc1[N+](=O)[O-] | 2 | 15% | 6%
COc1ccc(CCn2c3c(c(=O)[nH]c2=O)C(NC(=O)c2ccccc2F)(C(F)(F)F)C(=O)N3)cc1OC (stereo not given) | 8 | 0% | 11%
COc1ccc(-c2nc(SCC(=O)NCC3CCCO3)c(-c3ccc(C)cc3)[nH]2)cc1OC (stereo not given) | -9 | 11% | 7%
CCOc1cccc2cc(-c3nnc(Nc4ccc(F)c(Cl)c4)s3)c(=O)oc12 | 3 | 15% | -8%

Of the compounds above, these contain a Cl atom:
SMILES | D3 ag | KB-V1 MDR tox | KB-3-1 tox
COCCCNC(=O)C1CCN(Cc2cc3ccccc3n2Cc2cccc(Cl)c2)CC1 | -8 | -1% | -11%
Cc1cc2c(cc3c(SCc4ccccc4Cl)nnc(C)n32)o1 | 12 | -8% | 5%
COC(=O)c1c(NC(=O)c2nc(SCc3cccc(C)c3)ncc2Cl)sc2c1CCCC2 | -11 | 5% | 2%
COc1ccc(Cl)cc1NC(=O)Cc1ccc(NC(=O)N2CCCCc3ccccc32)cc1 | 1 | 21% | 15%
COc1cc(OC)c(N(C)C(=O)C2CCCN(c3ncnc4c3nc3n4CCCCC3)C2)cc1Cl (stereo not given) | -11 | 0% | -5%
CCOc1ccccc1Nc1sc(C(=O)c2ccc(Cl)cc2)c(N)c1C(=O)NCCc1ccccc1 | 8 | -6% | -13%
NS(=O)(=O)c1ccc2nc(NC(=O)COc3ccc(Cl)cc3Cl)sc2c1 | 24 | ? | -2%
Cc1nc2nncn2c(NCc2ccc(Cl)cc2)c1C | 4 | -9% | 2.6µM*
COc1ccc(F)cc1S(=O)(=O)NCCc1csc(-c2ccc(Cl)cc2)n1 | -27 | 12% | 0%
COc1ccc(Cl)cc1NC(=O)Cn1cnc2c1c(=O)n(C)c(=O)n2C | -4 | 7% | -1%
CCN(CC)S(=O)(=O)c1cccc(C(=O)Nc2ccccc2C(=O)Nc2ccc(Cl)cc2)c1 | -9 | -21% | 1%
Cc1ccc(C)c(OCCn2c(-c3ccc(Cl)cc3)nc3ccccc3c2=O)c1C | -4 | ? | 17%
Cc1ccc2c(c1)cc1c(=O)n(Cc3cccc(Cl)c3)nc(C)n12 | 6 | ? | 10%
O=C(Nc1ccc(F)cc1F)c1ccc2c(c1)CCN2S(=O)(=O)c1ccc(Cl)cc1 | 4 | -10% | 0%
COc1ccccc1N1CCN(c2ncnc3c2cnn3-c2cccc(Cl)c2)CC1 | 14 | ? | 14%
O=C(NCc1ccccc1)c1nc(-c2ccc(Cl)cc2)n2c1CCCCC2 | -15 | ? | -4%
CCOc1cccc2cc(-c3nnc(Nc4ccc(F)c(Cl)c4)s3)c(=O)oc12 | 3 | 15% | -8%

An excerpt, so the mix of outcomes need not match the whole.
